# Screens (PubChem)
# A-T KAP1 phos = potential ataxia-telangiectasia treatment; […] A-T fibroblasts, KAP-1 phosphorylation AlphaLISA; neocarzinostatin DNA damage 30 min before lysis; hit rate 0.19% among 320,000; Potency, µM (top dose mostly 57.5 µM), inactives show at the highest dose activation, most hits filed as activators; further: potency means the concentration at half of the fitted maximal effect; % of control where 0% means no effect; nearly all actives have a fitted effect of over 45% in size
#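 hTERT-immortalized A-T patient fibroblasts ([…]), 500 cells/well in OPTI-MEM, 1% FBS, got compounds for 60 min, then NCS for 30 min at 37C. Lysates were then assayed for phospho-KAP-1 by AlphaLISA (anti-pKAP1 donor, anti-KAP1 acceptor beads), 6 hr at 25C.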
# USP2a block = blocks human ubiquitin-specific protease USP2a; USP2 core, Ub-CHOP2 coupled fluorogenic reporter, 485/531; Potency, µM (series often up to 38.3 µM), for inactives: at the top dose activity change, negative = inhibition, hits mostly inhibitors; hit rate 0.01% among 330,000; O75604;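 further: potency means the concentration at half of the fitted maximal effect; plate controls were DMSO wells for no effect and full inhibition by NEM control for full effect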
#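 Cell-free coupled assay: 10nM USP2 core preincubated 30min RT with compound in Tris-HCl pH 8.0/CaCl2/CHAPS buffer, then 25nM Ub-CHOP2 and 25nM reporter substrate; fluorescence (Ex 485/Em 531) read after 60min RT, normalized to NEM inhibition, concentration-response curves fitted.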
# KCNH2 3.1 block = KCNH2 3.1 (human) potassium channel inhibition. hit rate 0.95% among 340,000. U2OS KCNH2 3.1, thallium flux FluxOr; stronger effect = lower value. AID 720553. activity change, % (tested at about 1.8 µM);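 active means maximum activity change below -70%; inconclusive means maximum activity change from -70% to -50%; inactive means maximum activity change above -50%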;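 further: thallium influx rate constant from kinetic fluorescence after stimulation buffer; on the % scale 0 is the no-effect control and ±100 the full control effect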
#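 Thallium flux read-out: FluxOr dye with Red40 quencher in HBSS/HEPES, 45 min at RT. Rate constants from kinetic reads were normalized to positive and negative DMSO controls. Cells: U2OS virally expressing the 3.1 isoform.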
# hERG WT inh = KCNH2 (human, wildtype) channel inhibition | hit rate 0.37% among 340,000 | activity change, % at 1.84 µM | U2OS, BacMam KCNH2, thallium flux FluxOr; stronger effect = lower value | AID 720551;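 active means maximum activity change below -70%; inconclusive means maximum activity change between -70% and -50%; inactive means maximum activity change above -50%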; further: on the % scale 0 is the no-effect control and ±100 the full control effect
#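 U2OS cells were transduced with wild-type KCNH2 virus (2.03 x 10^8 / mL) for 4 h at room temperature, then cultured overnight at 37 C. Thallium flux was read with FluxOr dye. Rate constants were normalized to DMSO controls.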
# Mito fusion act = inhibitors of mitochondrial division or activators of mitochondrial fusion; hit rate 0.23% among 320,000; S. cerevisiae fusion-defective mutant growth rescue, CellTiterGlo 48 h; Potency, µM (titrated, usually from 46.1 µM), inactives show at the highest dose growth rescue (activation), most hits filed as activators; AID 485298;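 further: potency means the concentration at half of the fitted maximal effect; % of control where 0% means no effect; nearly all actives have a fitted effect of over 45% in size; temperature-sensitive fusion mutants such as fzo1-1 at 37 °C on non-fermentable ethanol glycerol medium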
#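 Compounds are tested for their ability to restore growth of mitochondrial fusion-defective yeast strains at non-permissive 37C in YPEG medium over 48 hours. Viability is quantified by luciferase luminescence.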
# TRPV1 ag = activates the human vanilloid receptor TRPV1; hit rate 0.19% among 320,000; TRPV1-expressing cells, Fluo-8 calcium influx, agonist mode; Q8NER1; activation, % at 8.33 µM; in the data active means activation above about 80%; inconclusive means between about 30% and that limit; further: 0% is about no effect
# Target sequence (Q8NER1 whole entry, looked up): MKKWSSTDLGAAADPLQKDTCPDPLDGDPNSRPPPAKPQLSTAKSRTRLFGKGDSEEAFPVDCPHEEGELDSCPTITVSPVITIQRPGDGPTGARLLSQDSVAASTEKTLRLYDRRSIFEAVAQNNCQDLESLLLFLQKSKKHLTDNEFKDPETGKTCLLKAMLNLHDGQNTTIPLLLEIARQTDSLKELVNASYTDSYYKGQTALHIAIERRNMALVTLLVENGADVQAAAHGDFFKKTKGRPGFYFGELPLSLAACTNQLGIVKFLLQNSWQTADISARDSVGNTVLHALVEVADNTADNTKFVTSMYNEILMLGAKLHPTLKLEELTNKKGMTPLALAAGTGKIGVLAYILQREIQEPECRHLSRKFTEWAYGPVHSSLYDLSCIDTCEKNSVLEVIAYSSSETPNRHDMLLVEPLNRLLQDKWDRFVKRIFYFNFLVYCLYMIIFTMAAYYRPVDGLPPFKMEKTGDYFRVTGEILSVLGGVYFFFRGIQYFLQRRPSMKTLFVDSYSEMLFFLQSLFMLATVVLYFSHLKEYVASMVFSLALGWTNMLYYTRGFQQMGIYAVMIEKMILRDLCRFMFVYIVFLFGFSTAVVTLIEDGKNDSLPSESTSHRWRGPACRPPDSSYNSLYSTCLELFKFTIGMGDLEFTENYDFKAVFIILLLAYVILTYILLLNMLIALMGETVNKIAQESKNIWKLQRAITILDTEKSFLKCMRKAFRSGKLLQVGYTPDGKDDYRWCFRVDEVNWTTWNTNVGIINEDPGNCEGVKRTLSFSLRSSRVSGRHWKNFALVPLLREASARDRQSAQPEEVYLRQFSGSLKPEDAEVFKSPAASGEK
#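 Fluo-8 calcium influx in TRPV1-expressing cells, kinetic read (ex 480/em 520 nm). Compound added and read 3 min for agonist activity, followed by capsaicin at EC20 final and 2 min further read for enhancement.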
# ELG1 repair inh = inhibitors of ELG1-dependent DNA repair in HEK293T cells | HEK293T ELG1-luciferase reporter, luminescence, 16 h; DNA damage induced by 5-fluorouridine | Potency, µM (top dose mostly 46.1 µM), for inactives: at the highest dose activity change, negative = inhibition, actives largely listed as inhibitors | hit rate 2.3% among 330,000; further: potency means the concentration at half of the fitted maximal effect; on the % scale 0 is the no-effect control and ±100 the full control effect; nearly all actives have a fitted effect of over 55% in size
#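 5-Fluorouridine DNA damage + compound/DMSO, 2,000 cells/well, 16 h, 37 °C/5% CO2. ONE-Glo, 30 min RT, luminescence. Readout = decrease in reporter signal.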
# TSHR antagonist = blocks TSH signaling through the human TSH receptor. TSHR-expressing cells, TSH-stimulated cAMP HTRF, 2 h; stronger effect = lower value. activity change, negative = inhibition, % at 11.5 µM. hit rate 0.2% among 330,000;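 active means activity change below a set negative limit, meaning inhibition stronger than a set level, cut at about -70% in these data; inconclusive means activity change between two set negative limits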; further: on the % scale 0 is the no-effect control and ±100 the full control effect
#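 Competitive HTRF cAMP read-out (cryptate anti-cAMP antibody, cAMP-d2; 30 min, room temperature) in freshly harvested TSHR cells. Compounds added before TSH at EC80 (4nM final), followed by 2 hours' incubation at 37 deg C.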
# TCR activator = activators of T cell receptors; Potency, µM (doses to about 9.22 µM), without a hit: at the top dose activation of IL-2 secretion, actives largely listed as activators; 330,000 tested, under 10 active; primary human leukocytes, anti-CD3, IL-2 HTRF, 48 h; further: % of control where 0% means no effect
#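 Compounds are tested in HTS on primary human leukocytes co-incubated with a-CD3 beads for 48 hr. IL-2 output is measured by time-resolved FRET.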
# Eya2 inh = Eya2 (human) phosphatase inhibition. recombinant Eya2, OMFP fluorescence dephosphorylation (OMFP is methylfluorescein phosphate). hit rate 0.006% among 330,000. Potency, µM (highest dose often 76.9 µM), inactives show at the highest dose activity, negative = inhibition, hits mostly inhibitors. O00167; further: potency means the concentration at half of the fitted maximal effect; on the % scale 0 is the no-effect control and ±100 the full control effect
#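 Eya2 (0.2 uM) preincubated 10 min at ambient with compound, then OMFP substrate added at 50 uM; 10 min reaction in 50 mM HEPES pH 7.5, 50 mM NaCl, 5 uM MgCl2, 0.05% BSA, 1 mM DTT. Fluorescence read at Ex 485/Em 525 nm.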
# Active calls of the source: *; ? = inconclusive; . = no result given; [ ] = dose if it differs, or a comment. Unless noted, the call rests on the fitted dose curve; in most records, active means well fitted curve in the direction sought with a large enough effect; inconclusive means small, poorly fitted or top-dose-only effect, or another doubt; inactive means no such curve, though single readings can be large; an effect the other way counts as inactive or inconclusive.
No.	SMILES	Mito fusion act	TCR activator	Eya2 inh	TSHR antagonist	ELG1 repair inh
1	CCOC(=O)c1cc(-c2ccccc2)sc1NC(=O)CN1C(=O)NC(CC)(c2ccccc2)C1=O (centres undefined)	1%	8%	-16%	-15	?
2	CC(C(=O)NCCc1ccc(Cl)cc1)n1c(=O)c2cccn2c2cccnc21 (centres undefined)	-5%	-7%	17%	-1	-4%
3	O=C(CSc1c2c(nc3cc(Cl)ccc13)CCCC2)NCCCN1CCOCC1	17%	-4%	-4%	-4	-9%
4	Cn1nnnc1Sc1ncnc2scc(-c3cccc(C(F)(F)F)c3)c12	.	-5%	1%	-1	?
5	Cc1ccc(NC(=O)CSc2nnc(CSc3nc(C)cc(C)n3)n2Cc2ccco2)c(C)c1	0%	0%	-12%	4	?
6	COc1ccc(Br)cc1S(=O)(=O)Nc1ccc(Cl)cn1	1%	.	-14%	4	-7%
7	Nc1cccc2c1C(=O)N(C(=O)/C=C/c1cccc(Br)c1)C2=O	2%	4%	?	1	0%
8	Fc1ccc(-c2noc(C3CCN(Cc4cccnc4)CC3)n2)cc1	?	-3%	-29%	-6	3%
9	CCOCCCNS(=O)(=O)c1ccc2c(c1)CCN2C(=O)CC	-7%	-1%	-20%	10	-7%
10	N#Cc1ccccc1Cn1c(-c2cscn2)nc2ccccc21	-4%	0%	-17%	-8	1%
11	O=C(NC1CCCCC1)c1cc([N+](=O)[O-])[nH]n1	8%	-5%[46.1 µM]	-1%	13	3%
12	CCCC1C(c2ccccc2)C(C#N)(C#N)C2(C#N)CC1(N)NC2=O (centres undefined)	1%	5%	14%	12	-5%

No.	A-T KAP1 phos	hERG WT inh	TRPV1 ag	KCNH2 3.1 block	USP2a block
1	0%	3	-1	-20	0%
2	4%	-18	-3	-13	0%
3	7%	0	15	-2	3%
4	24%	.	.	.	0%
5	5%	-3	-1	25	0%
6	5%	1	10	-5	1%
7	16%	0	.	-17	-1%
8	0%	6	6	-4	2%
9	5%	0	-2	16	3%
10	4%	5	25	8	-7%
11	9%	0	-8	1	5%
12	-5%	-5	-6	13	3%

# Molecules from the list above that have fluorine (2):
No.	SMILES	Mito fusion act	TCR activator	Eya2 inh	TSHR antagonist	ELG1 repair inh
4	Cn1nnnc1Sc1ncnc2scc(-c3cccc(C(F)(F)F)c3)c12	.	-5%	1%	-1	?
8	Fc1ccc(-c2noc(C3CCN(Cc4cccnc4)CC3)n2)cc1	?	-3%	-29%	-6	3%

No.	A-T KAP1 phos	hERG WT inh	TRPV1 ag	KCNH2 3.1 block	USP2a block
4	24%	.	.	.	0%
8	0%	6	6	-4	2%

# Whole records as entered above. Values in the order: Mito fusion act, TCR activator, Eya2 inh, TSHR antagonist, ELG1 repair inh, A-T KAP1 phos, hERG WT inh, TRPV1 ag, KCNH2 3.1 block, USP2a block
# Profile of `Fc1ccc(-c2noc(C3CCN(Cc4cccnc4)CC3)n2)cc1` : ?, -3%, -29%, -6, 3%, 0%, 6, 6, -4, 2%
# Profile of `CC(C(=O)NCCc1ccc(Cl)cc1)n1c(=O)c2cccn2c2cccnc21` (centres undefined) : -5%, -7%, 17%, -1, -4%, 4%, -18, -3, -13, 0%

# Shown with tabs: entries from further up
No.	Compound	Mito fusion act	TCR activator	Eya2 inh	TSHR antagonist	ELG1 repair inh	A-T KAP1 phos	hERG WT inh	TRPV1 ag	KCNH2 3.1 block	USP2a block
11	O=C(NC1CCCCC1)c1cc([N+](=O)[O-])[nH]n1	8%	-5%[46.1 µM]	-1%	13	3%	9%	0	-8	1	5%
12	CCCC1C(c2ccccc2)C(C#N)(C#N)C2(C#N)CC1(N)NC2=O (centres undefined)	1%	5%	14%	12	-5%	-5%	-5	-6	13	3%
1	CCOC(=O)c1cc(-c2ccccc2)sc1NC(=O)CN1C(=O)NC(CC)(c2ccccc2)C1=O (centres undefined)	1%	8%	-16%	-15	?	0%	3	-1	-20	0%
3	O=C(CSc1c2c(nc3cc(Cl)ccc13)CCCC2)NCCCN1CCOCC1	17%	-4%	-4%	-4	-9%	7%	0	15	-2	3%
7	Nc1cccc2c1C(=O)N(C(=O)/C=C/c1cccc(Br)c1)C2=O	2%	4%	?	1	0%	16%	0	.	-17	-1%
6	COc1ccc(Br)cc1S(=O)(=O)Nc1ccc(Cl)cn1	1%	.	-14%	4	-7%	5%	1	10	-5	1%

# New compounds follow.
No.	SMILES	Mito fusion act	TCR activator	Eya2 inh	TSHR antagonist	ELG1 repair inh
13	CC(Oc1ccc(Cl)cc1Cl)C(=O)NCCN1CCOCC1 (centres undefined)	-4%	-31%	-2%	18	9%
14	C/C(CC(=O)Nc1ccccn1)=N\NC(=O)c1ccc([N+](=O)[O-])cc1Cl	-1%	1%	-2%	-5	-3%
15	COCCn1c(SCc2cccc(F)c2)nc2cc(C(=O)OC)ccc2c1=O	-14%	11%	20%	-8	?
16	COc1cccc(C(=O)NCCS(=O)(=O)NCCCc2ccccc2)c1	8%	-1%	-29%	-1	-1%
17	O=C(c1ccc(-c2cc3ccccc3oc2=O)cc1)N1CCN(c2ccc(Cl)cc2[N+](=O)[O-])CC1	6%	1%[46.1 µM]	1%	6	4.6µM*
18	COc1ccccc1NS(=O)(=O)c1cccc(C(=O)NN=C2CCCC2)c1	7%	4%	0%	6	-5%
19	O=C(Nc1ccc2c(c1)OCO2)C1CCCN1C(=O)NCc1ccccc1 (centres undefined)	-1%	-5%	2%	6	-5%
20	Cc1ccc(COC(=O)CN2C(=O)NC3(CCCCC3C)C2=O)cc1 (centres undefined)	16%	1%	4%	23	0%
21	CC(=O)C1=C(C)N(CC2CC2)C(=O)N[C@H]1c1cccs1	0%	-3%	3%	-9	20%
22	COC(=O)c1ccc(C2N=C(c3cccs3)CC(c3ccccc3O)N2)cc1 (centres undefined)	-4%	2%	-9%	?	?
23	CC(C)C(=O)N[C@@H]1c2ccccc2CC[C@@H]1OCc1ccccc1	.	2%[46.1 µM]	2%	-9	12%
24	CCC(C)[C@H](NC(=O)Nc1ccc(S(N)(=O)=O)cc1)C(=O)OC (some centres undefined)	-2%	5%	-30%	-2	0%

No.	A-T KAP1 phos	hERG WT inh	TRPV1 ag	KCNH2 3.1 block	USP2a block
13	-2%	-9	0	-3	1%
14	-5%	0	2	-3	0%
15	-14%	-11	19	-6	1%
16	13%	-5	-8	-8	0%
17	1%	1	-3	9	6%
18	-12%	-1	6	-7	-4%
19	-5%	10	0	-6	1%
20	8%	-2	2	3	-3%
21	2%	1	-6	3	0%
22	?	4	8	-12	-2%
23	8%	4	.	5	-1%
24	-9%	2	1	-5	1%

No.	SMILES	Mito fusion act	TCR activator	Eya2 inh	TSHR antagonist	ELG1 repair inh
25	CCc1ccc(N2C(=O)c3cc(N4CCOCC4)c([N+](=O)[O-])cc3C2=O)cc1	-7%	4%[46.1 µM]	-5%	4	13%
26	Cc1ccc(SCC(=O)OC(C)C(=O)NC2(C#N)CCCCC2)cc1 (centres undefined)	2%	5%	4%	6	8%
27	Cc1c(NC(=O)Nc2ccccc2)cccc1[N+](=O)[O-]	-1%	?	6%	5	5%
28	CCCN(CC(=O)Nc1ccccc1C)C(=O)c1ccc(N2CCCC2)c([N+](=O)[O-])c1	3%	2%	-26%	-5	1%
29	Fc1ccc(Nc2ncnc3ccccc23)cc1	-2%	.	3%	7	16%
30	CN1CCOc2cc(S(=O)(=O)Nc3ccc(F)cc3)ccc21	9%	3%	-33%	-4	-16%
31	CSc1ccc(C(=S)N2CCN(Cc3ccccc3)CC2)cc1	4%	-1%	-5%	-15	-1%
32	O=C1C=C(NCc2ccc(Cl)cc2Cl)C2(CCCCC2)O1	1%	-4%	0%	-11	.
33	Cc1cc(=O)oc2c(C)c(OC(C)C(=O)NC(Cc3c[nH]c4ccc(O)cc34)C(=O)O)ccc12 (centres undefined)	-1%	-5%	2%	-1	18%
34	CCN(CC(=O)NC(C)C)C(=O)c1ccc(Cl)cc1	-2%	1%[46.1 µM]	-3%	1	7%
35	CSCCC(NS(=O)(=O)c1ccccc1F)C(=O)Nc1ccncc1 (centres undefined)	-3%	4%	-23%	-4	?
36	O=C(CCCN1C(=O)/C(=C\c2cccs2)SC1=S)NNC(=O)c1ccncc1	1%	5%	13%	0	1%
37	Cc1ccc([N+](=O)[O-])cc1/C=N/Nc1nnnn1-c1ccccc1	-1%	2%	3%	-7	?

No.	A-T KAP1 phos	hERG WT inh	TRPV1 ag	KCNH2 3.1 block	USP2a block
25	0%	.	-4	.	0%
26	-1%	1	?	2	-1%
27	2%	7	22	18	2%
28	-7%	-2	19	-11	1%
29	2%	3	?	-2	2%
30	0%	-12	5	1	-1%
31	.	-13	13	-20	4%
32	0%	13	30	0	0%
33	2%	-3	1	3	-2%
34	7%	-1	0	24	0%
35	6%	11	2	12	3%
36	-3%	-4	1	-7	5%
37	3%	1	0	-2	0%

# This is a subset. The share of hits here may be higher or lower than overall.
